Assay outcomes (PubChem BioAssay)
NF-kB expr up: NF-kB expression increase, human neuronal cells; 190,000 compounds, 1.6% hits; fold change at 12.5 µM; NF-kB reporter expression; hits give high values; in the data active = fold change above about 3.3
FLuc stim CS: affects firefly luciferase, flagging false hits in luciferase stimulation screens | ATPlite luciferase biochemical, luminescence, 10 min; 0 = ATP-free wells, 1 = DMSO control | activation factor at 10 µM | 200,000 tested, under 10 active;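 active = luciferase activation factor, scaled between plate controls, of at least 2 with compound at 10 µM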
Target sequence (P08659 whole entry, looked up): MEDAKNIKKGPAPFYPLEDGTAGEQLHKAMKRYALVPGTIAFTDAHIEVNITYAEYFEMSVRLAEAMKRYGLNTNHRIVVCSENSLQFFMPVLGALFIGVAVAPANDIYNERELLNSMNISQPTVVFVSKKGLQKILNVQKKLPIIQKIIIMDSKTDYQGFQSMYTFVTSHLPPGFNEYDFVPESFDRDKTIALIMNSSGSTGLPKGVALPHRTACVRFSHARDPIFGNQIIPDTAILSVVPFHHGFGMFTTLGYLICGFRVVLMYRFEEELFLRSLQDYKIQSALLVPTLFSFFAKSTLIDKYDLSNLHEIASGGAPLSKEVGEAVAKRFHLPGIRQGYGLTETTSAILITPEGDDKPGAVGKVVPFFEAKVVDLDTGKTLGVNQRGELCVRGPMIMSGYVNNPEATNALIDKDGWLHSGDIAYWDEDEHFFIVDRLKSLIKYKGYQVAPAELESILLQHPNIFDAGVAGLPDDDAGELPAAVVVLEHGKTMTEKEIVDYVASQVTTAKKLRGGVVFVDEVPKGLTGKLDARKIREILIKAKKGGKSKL
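Assay system: Luciferase/luciferin detection reagent, cell-free biochemical luciferase assay / Also added: ATP substrate / Schedule: 10 min at ambient temperature / Measured by: luminescence measurement of luciferase light output / Benchmarks: low control with PBS replacing ATP, high control enzyme plus ATP without compound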
STAT1 act: increases IFN-gamma driven STAT1 reporter signal. AID 932. NIH 3T3 STAT1-luciferase reporter, luminescence; 100% = IFN-gamma alone, no compound. 200,000 compounds, 2.6% hits. activation (% of control), % at 5.5 µM;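 active = activation above the screen-wide mean activation plus 3 SD, cut at about 130% in these data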;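 note: raw ratio to IFN-gamma control signal so 100% means no change and 0% no light; values of inactives mirror those of a sister screen read the other way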
G6PDH counter: L. mesenteroides G6PDH inhibition counter-screen. Purified L. mesenteroides G6PDH, diaphorase/resazurin coupled fluorescence, 45 min. inhibition, % at 5 µM. 200,000 compounds, 0.12% hits; in the data active = inhibition above about 50%
APP transl inh: APP translation inhibition; 190,000 compounds, 0.82% hits; inhibition, % at 2 µM; SH-SY5Y APP 5'UTR-luciferase reporter, luminescence;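 active = inhibition above a set limit, derived from the sample mean plus 3 SD, cut at about 45% in these data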; note: values of inactives mirror those of a sister screen read the other way
DTT redox prof: compounds producing H2O2 with reducing agent – biochemical, NIH compound library profiling, artefact control for MLSCN library redox annotation, primary screen; activation, % at 10 µM; 200,000 compounds, 0.03% hits; DTT-dependent redox cycling H2O2, phenol red/HRP absorbance; 100% = 100 µM peroxide control, 0% = buffer; AID 878;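 active = activation of at least 50% relative to the plate's high and low controls in the primary single-dose screen; inactive = activation below 50%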;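 note: compound incubated with DTT at 0.8 mM final as the reducing agent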
APP 5'UTR act: activates APP 5'UTR luciferase reporter; SH-SY5Y APP 5'UTR luciferase reporter, luminescence; zero percent = DMSO vehicle wells; activation, % at 2 µM; 190,000 compounds, 1% hits;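 active = activation above a set limit, based on mean plus 3 SD of controls, cut at about 140% in these data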; note: values of inactives mirror those of a sister screen read the other way
FLuc inh counter: Photinus pyralis luciferase inhibition counter-screen. inhibition, % at 10 µM. P08659. ATPLite firefly luciferase biochemical luminescence, 10 min. 200,000 compounds, 1.5% hits;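 active = inhibition above about 50% when tested at 10 µM, limit read from the data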
HMGR II inh: E. faecalis class II HMG-CoA reductase inhibition | purified E. faecalis HMGR, NADPH absorbance 340 nm kinetic | inhibition, % at 10 µM | 190,000 compounds, 0.41% hits;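 active = inhibition above a set limit, the median over all tested compounds plus 3 SD, cut at about 9.5% in these data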;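 note: enzyme runs in reverse so mevalonate oxidation gives rising NADPH absorbance; 0% = complete reaction with DMSO and 100% = background rate lacking mevalonate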
Hsp70 act: Hsp70 transcriptional activation, primary screen | AID 1203 | HeLa Hsp70 promoter luciferase reporter, luminescence; scaled: vehicle 0, proteasome-inhibitor control 100% | activation, % at 10 µM | 200,000 compounds, 0.04% hits;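 active = activation above the mean across all tested compounds plus 3 SD, cutoff set per campaign, cut at about 5.5% in these data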;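 note: 100% = MG132 at 30 µM as the positive control and 0% = DMSO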
Active calls of the source: *; . = no result given.

The first 2 entries, ahead of the listing:
SMILES	NF-kB expr up	FLuc stim CS	STAT1 act	G6PDH counter	APP transl inh	DTT redox prof	APP 5'UTR act	FLuc inh counter	HMGR II inh	Hsp70 act
CCOc1ccc2cc(/C=C/C(=O)c3ccco3)c(Cl)nc2c1	2.6	1.1	103	-2	-19	0.3	19	-6	2	-0.2
CCc1cc(CC)c(/C=N/NC(N)=O)c(CC)c1/C=N/NC(N)=O	0.77	1.1	110	5	10	-0.4	-10	-7	-4	-0.2

The whole of this part, previewed entries included:
SMILES	NF-kB expr up	FLuc stim CS	STAT1 act	G6PDH counter	APP transl inh	DTT redox prof	APP 5'UTR act	FLuc inh counter	HMGR II inh	Hsp70 act
CCOc1ccc2cc(/C=C/C(=O)c3ccco3)c(Cl)nc2c1	2.6	1.1	103	-2	-19	0.3	19	-6	2	-0.2
CCc1cc(CC)c(/C=N/NC(N)=O)c(CC)c1/C=N/NC(N)=O	0.77	1.1	110	5	10	-0.4	-10	-7	-4	-0.2
Nn1c(SCC(=O)Nc2ccc(F)cc2)nnc1C1CCCCC1	0.96	1.1	95	2	-1	0.7	1	-6	-8	0.0
CCOC(=O)C1=C(O)/C(=C/c2cc(OC)c(OC)c(OC)c2)N=C1C	1.1	1	112	4	-11	1.5	11	0	-1	-0.2
CC(C)(C)C(=O)N1CCN(c2ccc([N+](=O)[O-])c(NCC3CCCO3)c2)CC1 (configuration not stated)	0.62	1.1	93	1	-23	-4.6	23	-6	-1	-0.1
COc1ccc(-c2cc(-c3cc(OC)ccc3O)[nH]n2)cc1	2.8	0.8	114	9	-98	-0.2	98	17	-3	0.7
O=C(O)c1csc(Br)c1Br	0.85	1	100	-5	8	0.0	-8	5	2	0.0
O=[N+]([O-])c1cc(S(=O)(=O)N2CCCC2)ccc1SCCO	1.1	1.1	93	-2	-2	-0.6	2	-6	-10	-0.2
Cc1cc(NC(=O)CCc2ccccc2)c([N+](=O)[O-])cc1C	1.6	1.1	107	7	-17	-0.1	17	-5	-9	-0.1
O=C(c1ccccn1)N1CCN(c2cccc(C(F)(F)F)c2)CC1	1.2	1	96	6	-22	7.8	22	-2	3	-0.2
Cc1sc2nc(CSCC(=O)N(CCC#N)c3ccccc3)[nH]c(=O)c2c1C	1.2	1	92	5	-12	0.1	12	-5	1	-0.4
Cc1cccc(C(=O)NNC(=O)C2CCCO2)c1 (configuration not stated)	1.1	1.1	106	4	-2	18	1	-8	-2	-0.4
COc1ccc(C(=O)Sc2nncc3ccccc23)cc1	1.1	1	90	6	10	-0.4	-10	-2	1	-0.1
CC1=C(C(=O)OCC(Br)(Br)Br)C(c2ccc(Br)cc2)NC(=O)N1CCCC(=O)O (configuration not stated)	1.1	1.1	105	10	-13	0.4	13	-6	-2	0.0
CCOC(=O)c1c(O)c2ccccc2n(-c2ccccc2)c1=O	1	1.1	99	3	-13	-1.6	13	-7	-12	-0.3

Seven compounds from above, limited to Hsp70 act.
Structure | Hsp70 act
O=C(O)c1csc(Br)c1Br | 0.0
O=[N+]([O-])c1cc(S(=O)(=O)N2CCCC2)ccc1SCCO | -0.2
Cc1cc(NC(=O)CCc2ccccc2)c([N+](=O)[O-])cc1C | -0.1
O=C(c1ccccn1)N1CCN(c2cccc(C(F)(F)F)c2)CC1 | -0.2
Cc1sc2nc(CSCC(=O)N(CCC#N)c3ccccc3)[nH]c(=O)c2c1C | -0.4
Cc1cccc(C(=O)NNC(=O)C2CCCO2)c1 (configuration not stated) | -0.4
COc1ccc(C(=O)Sc2nncc3ccccc23)cc1 | -0.1

(continued)
SMILES	NF-kB expr up	FLuc stim CS	STAT1 act	G6PDH counter	APP transl inh	DTT redox prof	APP 5'UTR act	FLuc inh counter	HMGR II inh	Hsp70 act
O=C(c1ccc2c(c1)C(=O)N(CCCO)C2=O)c1ccc2c(c1)C(=O)N(CCCO)C2=O	0.98	1	98	-2	1	-2.4	-1	-3	-3	-0.3
COc1ccccc1NC(=O)C1=C(C)Nc2nc(-c3cccs3)nn2C1c1cccc(O)c1 (configuration not stated)	0.46	1.1	102	2	2	0.2	-2	-7	-2	-0.2
O=C(CSc1nnc(CCCN2C(=O)c3cccc4cccc(c34)C2=O)n1-c1ccccc1)N1CCCCC1	0.59	1	94	-27	3	0.1	-3	-3	-2	-0.4
CC(Oc1ccc(-c2nccc(-c3ccccn3)n2)cc1)C(=O)NN (configuration not stated)	1.3	1	110	10	-17	-8.6	17	-2	1	-0.4
Cn1c(SCC(=O)Nc2ccc(N3CCOCC3)c(Cl)c2)nnc1C(O)c1ccccc1 (configuration not stated)	1.2	1	99	-21	7	0.0	-7	5	-2	0.1
CSc1nnc2c(n1)OC(C)=Nc1ccccc1-2	1	1.1	98	6	-17	-3.6	17	-8	-5	-0.2
Nc1ccc2oc(-c3cccc(Br)c3)nc2c1	3	0.8	146*	8	-17	-2.3	17	25	2	-0.1
CCCCCCCCOc1ccc(C2OC34CCCCC3C(C#N)(C#N)C2(C#N)C(=N)O4)cc1 (configuration not stated)	1.1	1.1	112	-1	0	3.0	0	-6	1	-0.3
CC(C)(C)n1nnnc1CN(Cc1ccco1)Cc1cc2cc3c(cc2[nH]c1=O)OCO3	1.2	1.1	102	-38	-3	2.7	3	-11	-5	0.1
CCCCCn1c(N2CCN(c3cccc(Cl)c3)CC2)nc2c1c(=O)[nH]c(=O)n2C	0.74	1.1	89	-1	2	2.2	-2	-6	-7	-0.2
CCN(c1cccc(C)c1)S(=O)(=O)c1cccc(C(=O)O)c1	1	1	106	0	-1	0.1	1	-3	-1	-0.6
CCS/C(N)=N/N=C/c1cc(C)ccc1O	13*	0.1	132*	6	-160	0.1	160*	90*	1	-0.1
CN1CCN(NC(=O)c2cc([N+](=O)[O-])cc([N+](=O)[O-])c2)CC1	1	1.1	99	12	9	-3.6	-9	-10	0	-0.3
CC(C)CCN1CCN(Cc2cccn2-c2ccccn2)CC1CCO (configuration not stated)	.	1.1	98	8	-5	-1.1	5	-6	-5	1.9
Cc1cccc(-n2ncc3c(N4CCc5ccccc54)ncnc32)c1	2.6	0.8	113	-6	-26	0.2	26	17	-4	-0.4
COc1ccc(OC)c(Cc2nnc(CCC(=O)NCc3ccsc3)o2)c1	1.8	1.1	111	6	-39	-0.6	39	-6	9.7*	-0.3
N#CC(=C1CCCC1)c1nc(-c2ccccc2)cs1	8.1*	0.5	166*	6	-99	2.3	99	54*	0	0.0
O=C(CSCc1ccccc1)Nc1ccc(S(=O)(=O)N2CCOCC2)cc1	0.97	1	97	6	6	1.9	-6	-3	-4	0.3
O=C1CC(=O)CC(c2ccccc2)C1	.	1.1	92	-4	-18	-1.2	18	-9	-3	0.0
Cc1ccc(C(C)NC(=O)/C(C#N)=C\c2c(C)[nH]c3ccccc23)cc1 (configuration not stated)	1.7	1	99	5	11	-0.1	-11	-4	-1	-0.3
CN(C(=O)c1coc(=O)c2ccccc12)c1ccccc1Cl	0.93	1	100	3	7	-2.1	-7	-2	-2	0.2
COc1ccc(N2C(=O)CCC2(C#N)c2ccc(OC)cc2)cc1 (configuration not stated)	1.1	1.1	97	1	1	-3.9	-1	-10	-6	-0.5
Cc1sc2nc(SCc3nnc(-c4cccs4)o3)n(C3CCCC3)c(=O)c2c1C	3.1	1	97	4	0	2.5	0	-1	-1	-0.3
CCOC(=O)Nc1ccc2c(c1)N(C(=O)CCN(C)C)c1ccccc1S2	1.1	1	88	3	14	2.4	-14	-3	-10	-0.1
Cc1nn(C(C)CC(=O)O)c(C)c1C (configuration not stated)	1.1	1.1	106	7	4	1.3	-4	-8	0	-0.4
CCOC(=O)c1oc2nc3c(cc2c1N)COC(C)(C)C3	1.3	0.9	107	-10	-21	0.1	21	12	-5	-0.3
Cc1ccc(NC(=S)Nc2ccc3cn[nH]c3c2)cc1	1.4	1	108	14	-3	-0.5	3	-2	-4	-0.3
Cc1nc(/C=C/c2ccccc2)cc(/C=C/c2ccccc2)n1	1.9	0.9	101	2	-14	0.0	14	6	0	0.0
Cc1c(NC(=S)NC(=O)Cc2ccccc2)cccc1C(=O)O	1.3	1.1	106	0	-50	-3.5	50	-7	-3	-0.1
CS(=O)(=O)N1CCN(c2ccc([N+](=O)[O-])c(NCc3ccc(Cl)cc3)c2)CC1	0.9	1.1	98	-26	-8	-0.5	8	-7	0	-0.3
O=C(/C=N/O)Nc1cccnc1	1	1.1	105	6	-13	2.6	13	-7	-1	-0.3
CC(=O)NC(C)C(c1cccs1)N1CCN(c2ccccc2)CC1 (configuration not stated)	1.4	1	95	4	11	1.9	-11	-2	0	0.1
COc1ccc(C)cc1NC(=O)c1cc2c(=O)n3ccccc3nc2n1C	1.3	1	116	-1	11	-1.5	-11	-4	4	0.0
COc1cc(O)oc1C=Nc1ccc(Cl)cc1Cl	1.3	1	100	19	10	1.1	-10	0	1	-0.3
CCc1ccc(CNC(=O)c2cc3c(C)nc4ccccc4c3o2)cc1	0.46	1	84	-35	8	-0.7	-8	-3	-5	-0.1
COCCOC(=O)C1=C(C)NC(=O)NC1C1CC=CCC1 (configuration not stated)	1	1.1	103	10	-2	-0.1	2	-7	-6	-0.2
COc1cc2c(cc1OC)-c1cc(NCc3ccccn3)nc(=O)n1CC2	0.97	1.1	101	-3	.	2.7	.	-10	1	-0.4
COc1ccc(CCCc2nnc(SCC(=O)Nc3nccs3)n2C)cc1C	0.93	1	93	16	19	0.0	-19	-2	0	-0.5
COc1cc(-c2nnc(SCc3cc(=O)oc4cc(O)c(O)cc34)o2)cc(OC)c1OC	0.89	1	107	0	4	0.1	-4	-4	2	-0.1
CC(C)C[C@H](NC(=O)c1nc[nH]c1C(=O)N(C)Cc1ccccc1)C(=O)OC(C)(C)C	0.9	1	99	25	16	-0.3	-16	4	-4	0.1
CCCc1nnc(SCC(=O)N2CCCC(C)C2)n1CCCOC (configuration not stated)	1	1.1	110	1	-11	1.7	11	-7	-3	0.1
CCN1CCC(NC(=O)Nc2ccccc2C(=O)OC)CC1	1.5	1	98	1	-17	-0.4	17	-2	1	-0.1
Cc1ccc(N(CC(=O)NCCSc2ccccn2)S(C)(=O)=O)cc1	1.2	1.1	97	10	20	-1.6	-20	-5	-5	-0.3
Cc1cccc(OCCCC(=O)Nc2ccc(N3CCCCC3)cc2)c1	0.78	1.1	98	16	-12	1.4	12	-6	-2	-0.5
c1ccc2c(c1)oc1c(N3CCN(Cc4ccc5c(c4)OCO5)CC3)ncnc12	1.3	1	113	-47	-20	1.4	20	-4	-1	-0.2
CC(C)(C)C(=O)Nc1ccc(S(=O)(=O)c2ccc(NC(=O)C(C)(C)C)cc2)cc1	1	1	99	-3	-11	-0.1	11	-5	-4	-0.3
CCc1nnc(NCC(=O)N2CCc3ccccc32)s1	1.3	1	97	7	-11	0.7	11	-2	2	-0.4
COc1ccc(Cc2nnc(NC(=O)c3ccco3)s2)cc1	1.1	0.9	98	12	-18	0.5	18	6	3	-0.4
CCn1cc(C(=O)O)c(=O)c2cc(OC)ccc21	1.1	0.9	102	8	5	0.4	-5	5	-1	0.0
CCOC(=O)C1CCCN(CC(O)COc2cccc(C)c2)C1 (configuration not stated)	0.98	1	88	16	7	0.1	-7	0	0	-0.2
COC(=O)c1c(C(=O)OC)c(-c2cccc(C)c2)n2c1CS(=O)(=O)C2	1	1.1	104	1	0	0.1	0	-7	-4	0.2
C[n+]1ccc(CC2C(=[N+]([O-])[O-])C=Nc3ncnn32)cc1 (configuration not stated)	1	1	106	5	0	0.0	0	0	-4	-0.2
